ADAM10 inh: human ADAM10 inhibitors, primary screen, biochemical, QFRET, HTS; recombinant ADAM10, EDANS/DABCYL FRET peptide cleavage, 3 h; 0.62% of 370,000 active; inhibition, % at 7 µM; AID 720582, 2013; Disintegrin and metalloproteinase domain-containing protein 10 (Homo sapiens), O14672;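 active means inhibition above a per-campaign cutoff equal to the mean of compounds falling between control-based bounds plus 3 SD, cut at about 20% in these data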;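 further: 0% = DMSO wells while the 100% control is not disclosed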
KLK7 zymogen act: proKLK7 zymogen activators, primary screen, biochemical, fluorescence intensity | Kallikrein-7 (Homo sapiens), P49862 | purified proKLK7, EDANS-DABCYL substrate fluorescence; 100% is mature enzyme control, 0% vehicle | activation, % at 7 µM | 0.9% of 370,000 active;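 active means activation above the mean of all tested compounds plus 3 SD, computed per campaign excluding outliers beyond control limits, cut at about 13% in these data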
GAA850 FXN act: FXN promoter activators, primary screen, cell-based, luciferase luminescence, HEK293 lucGAA850 | HEK293 lucGAA850 FXN promoter luciferase reporter, 24 h; percent of 10 µM SAHA response | activation, % at 6 µM | 0.56% of 360,000 active | AID 540364, 2011;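 active means activation above the average of all compounds screened plus 3 SD, cutoff fixed separately per campaign, cut at about 7.5% in these data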;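 further: 0% = DMSO wells and 100% = 10 µM SAHA wells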
NPR2 activator: human GC-B receptor activators, primary screen, HEK293 GC-B cells, cGMP TR-FRET, EC30 CNP; Atrial natriuretic peptide receptor 2 (Homo sapiens), P20594; 0% at EC30 CNP, 100% saturating CNP; activation, % at 10 µM; 0.11% of 370,000 active; AID 1920062, 2024;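 active means activation at 10 µM reaching about 35% in either raw or pattern-adjusted values, limit read from the data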
Tn6 DDE FP: inhibitors of Tn6 peptide binding to fibrin DD(E), primary screen, biochemical, fluorescence polarization, human fibrin, Tn6 probe. Fibrinogen beta chain (Homo sapiens), P02675. Fibrin DD(E) TRITC-Tn6 fluorescence polarization displacement. inhibition, % at 8.3 µM. 0.21% of 370,000 active. AID 720509, 2013;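 active means inhibition above a per-campaign cutoff: mean of compounds within control limits plus 3 SD, cut at about 15% in these data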;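 further: 0% = median of all compound wells on the plate and 100% = blocking peptide control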
rCAG binder: binders of r(CAG) RNA repeats, primary screen, biochemical, fluorescence | r(CAG) RNA repeat, TO-PRO-1 dye displacement fluorescence | inhibition, % at 3 µM | 1.3% of 370,000 active | AID 651821, 2012;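 active means inhibition above the plate cutoff, the mean of all test compounds on that plate plus 3 SD, cut at about 35% in these data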;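 further: 0% = DMSO alone and 100% = 100 µM mitoxantrone as full dye displacement; higher means more dye released from RNA so lower well fluorescence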
HGIII-sPLA2 inh: human group III sPLA2 inhibitors, primary screen, biochemical, QFRET, BODIPY PC-A2 liposome substrate | Group 3 secretory phospholipase A2 (Homo sapiens), Q9NZ20 | QFRET BODIPY PC-A2 liposome hydrolysis, fluorescence | inhibition, % at 12.2 µM | 0.56% of 370,000 active | AID 743126, 2013;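 active means inhibition above mean plus 3 SD of compounds lying within the high and low control bounds, cut at about 19% in these data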;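 further: 0% = median of test compound wells and 100% = no enzyme DMSO wells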
Target sequence (Q9NZ20 whole entry, looked up): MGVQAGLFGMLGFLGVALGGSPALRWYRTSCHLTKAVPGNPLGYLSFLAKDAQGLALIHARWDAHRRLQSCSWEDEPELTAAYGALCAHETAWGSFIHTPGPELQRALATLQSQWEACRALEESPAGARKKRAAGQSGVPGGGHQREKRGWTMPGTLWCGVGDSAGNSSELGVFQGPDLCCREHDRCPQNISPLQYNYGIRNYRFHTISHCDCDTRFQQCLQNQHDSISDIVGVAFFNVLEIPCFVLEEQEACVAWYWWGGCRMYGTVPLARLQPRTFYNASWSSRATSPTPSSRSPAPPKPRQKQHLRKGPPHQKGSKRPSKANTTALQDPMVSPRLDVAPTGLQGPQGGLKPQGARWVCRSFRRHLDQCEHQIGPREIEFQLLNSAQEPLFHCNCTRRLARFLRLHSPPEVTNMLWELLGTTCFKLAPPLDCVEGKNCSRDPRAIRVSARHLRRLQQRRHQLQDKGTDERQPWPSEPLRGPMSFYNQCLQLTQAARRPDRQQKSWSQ
NPR1 activator: GC-A stimulated cGMP production enhancers – HEK293 GC-A cells, cGMP TR-FRET, EC30 ANP, primary screen | Atrial natriuretic peptide receptor 1 (Homo sapiens), P16066 | activation, % at 10 µM | 0% at EC30 ANP, 100% saturating ANP | 0.14% of 370,000 active; in the data active means activation above about 40%
ARFGAP1 inhibitor: inhibitors of rat ARFGAP1 GAP activity, primary screen, biochemical, fluorescence polarization, GDP tracer | AID 651572, 2012 | 0.26% of 360,000 active | Arfgap1-stimulated ARF1 GTP hydrolysis, GDP FP detection | inhibition, % at 16.5 µM;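 active means inhibition above a per-plate limit, mean inhibition of low control wells plus 3 SD, cut at about 25% in these data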;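 further: 0% = DMSO wells with enzyme and 100% = wells lacking Arfgap1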
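System: truncated rat Arfgap1 GAP domain / Benchmarks: high control wells lacking Arfgap1, low control full reaction with DMSO / Times: compound-enzyme preincubation 20 min, reaction 120 min, detection 60 min, 25 °C / Repeats: one replicate per compound / Also added: human ARF1(Δ1-17)-GTP substrate / Measured by: Tracer-displacement fluorescence polarization with EDTA stop, 620/688 nm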
ASAP1 GAP inh: inhibitors of human ASAP1 ArfGAP activity, primary screen, biochemical, fluorescence polarization; Arf-GAP with SH3 domain, ANK repeat and PH domain-containing protein 1 (Homo sapiens), …; ASAP1-stimulated ARF1 GTP hydrolysis, GDP FP detection; inhibition, % at 16.5 µM; 0.19% of 360,000 active; AID 624377, 2012; in the data active means inhibition above about 25%;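 further: 0% = vehicle with enzyme and substrate and 100% = no enzyme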
Target sequence (Q9ULH1 325-724 limits assumed): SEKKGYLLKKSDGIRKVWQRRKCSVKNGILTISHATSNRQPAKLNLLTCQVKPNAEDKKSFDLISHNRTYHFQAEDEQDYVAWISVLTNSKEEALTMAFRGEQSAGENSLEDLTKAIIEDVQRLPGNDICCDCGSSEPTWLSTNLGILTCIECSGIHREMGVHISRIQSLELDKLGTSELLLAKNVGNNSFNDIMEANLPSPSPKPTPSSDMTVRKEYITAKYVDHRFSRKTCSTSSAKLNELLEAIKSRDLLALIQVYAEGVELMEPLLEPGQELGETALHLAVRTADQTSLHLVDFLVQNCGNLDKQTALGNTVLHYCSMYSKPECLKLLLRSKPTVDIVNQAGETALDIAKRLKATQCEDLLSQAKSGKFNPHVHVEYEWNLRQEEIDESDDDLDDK
The depositor's hits bear a star; . = no result given.

Each structure is followed by: ADAM10 inh, KLK7 zymogen act, GAA850 FXN act, NPR2 activator, Tn6 DDE FP, rCAG binder, HGIII-sPLA2 inh, NPR1 activator, ARFGAP1 inhibitor, ASAP1 GAP inh
1: COc1ccccc1Cc1c(-c2ccc(C#N)cc2)nc2c(C)cc(Br)cn12
  -8.6, 0.1, ., -1.2, -1.8, 15.5, -15.7, -0.5, -7.3, -1.7
2: O=C(Nc1cccc(S(=O)(=O)N2CCCCC2)c1)c1ccc(S(=O)(=O)C(F)F)cc1
  4.4, 0.2, -1.1, -1.2, -6.7, 5.9, -25.2, 0.0, -11.2, -2.0
3: O[C@H](COc1cccc(Br)c1)CN1CCC(C(O)(c2ccccc2)c2ccccc2)CC1
  11.5, 0.3, ., -14.9, -3.7, 0.9, -13.0, -16.9, ., .
4: CCCNC(=O)C1(S(=O)(=O)c2ccccc2)CC=CC1
  6.3, 0.4, -0.6, 2.4, 9.0, 3.4, 0.7, 2.2, 11.6, 0.5
5: CC(C)CCNC(=O)CN(C(=O)Cn1nnc(-c2ccccc2F)n1)c1cccc2c1CCCC2
  11.4, 0.9, -3.5, -1.6, -3.7, 5.4, -23.3, -1.5, -2.8, -9.8
6: COc1cc(C(C)=O)ccc1OCC(O)CN1CCN(c2ccc(C)c(C)c2)CC1 (stereo not given)
  -1.4, 0.2, 0.2, 7.3, -5.0, -7.9, -2.3, 0.8, 3.2, 9.7
7: COc1ccc([N+](=O)[O-])cc1NC(=O)c1csc(C)c1
  9.2, -0.3, 2.0, 1.2, 4.1, 1.8, 4.3, 1.4, -1.5, -6.0
8: COc1ccc(C(=O)OCC(=O)NCCCc2ccccc2)cc1OC
  -0.7, 0.5, 0.5, -2.4, -4.9, -9.8, -2.6, -0.3, 0.7, 5.0
9: Clc1cccc(-c2nc3c4ccccc4ccn3c2CC2CCCCC2)c1
  -28.6, 0.1, ., 1.6, 2.3, 1.9, 0.8, 5.6, 3.7, 1.4
10: COc1cccc(OC)c1OCCNC(C)(C)C
  1.7, -0.6, -0.4, 3.1, 8.2, 0.3, -5.0, 3.1, 2.2, -1.5
11: CCCCC[n+]1ccn(C2=C([O-])c3ccccc3C(=O)/C2=N\S(=O)(=O)c2ccc(Br)cc2)c1
  7.3, -0.3, -1.5, 2.6, 2.7, 4.6, 0.5, 1.0, 4.4, -11.0
12: CCCC(CCC)C(=O)Nc1ccc2c(c1)N(C(=O)CN1CCN(C)CC1)c1ccccc1CC2
  -8.4, 0.0, -2.1, -2.9, 3.6, -7.8, -9.5, -1.9, -5.7, -8.9
13: Cc1c(NC(=O)c2cccc(NC(=O)COc3ccccc3C#N)c2)c(=O)n(-c2ccccc2)n1C
  -3.6, -0.6, 0.1, 7.7, -0.2, 4.7, 15.4, 2.9, -0.7, 0.0
14: CCN(CC)C(=O)C1CCCN(c2ncnc3c2cnn3-c2ccc(Cl)cc2)C1 (stereo not given)
  -4.8, 0.0, -9.5, -6.8, -2.7, -0.8, -6.7, 11.5, 10.9, -5.6
15: COc1ccc(S(=O)(=O)c2c(O)c3ccc(C(=O)Nc4ccccc4F)cc3[nH]c2=O)cc1
  -12.3, -0.3, 1.6, 2.7, -6.3, 11.4, -1.0, -1.5, 7.1, 5.3

Brought forward from above: 2 compounds, followed by the next part.
Each structure is followed by: ADAM10 inh, KLK7 zymogen act, GAA850 FXN act, NPR2 activator, Tn6 DDE FP, rCAG binder, HGIII-sPLA2 inh, NPR1 activator, ARFGAP1 inhibitor, ASAP1 GAP inh
14: CCN(CC)C(=O)C1CCCN(c2ncnc3c2cnn3-c2ccc(Cl)cc2)C1 (stereo not given)
  -4.8, 0.0, -9.5, -6.8, -2.7, -0.8, -6.7, 11.5, 10.9, -5.6
15: COc1ccc(S(=O)(=O)c2c(O)c3ccc(C(=O)Nc4ccccc4F)cc3[nH]c2=O)cc1
  -12.3, -0.3, 1.6, 2.7, -6.3, 11.4, -1.0, -1.5, 7.1, 5.3
16: NC(=O)C1CCN(c2cc(N3CCOCC3)ccc2[N+](=O)[O-])CC1
  -2.0, 0.5, 0.8, -1.5, 0.7, -1.8, -1.7, 1.5, -7.0, -8.9
17: CNC(=O)c1[nH]cnc1C(=O)Nc1ccccc1
  -0.2, -0.8, 1.3, -0.1, 6.6, -0.2, -0.4, 2.6, 11.7, 10.2
18: C#CC(CO)N(CCN(Cc1ccccc1)C(C#C)CO)Cc1ccccc1 (stereo not given)
  5.6, 0.0, -0.6, -22.3, -5.5, -10.7, -16.5, -31.3, 7.5, 4.0
19: CCOC(=O)c1cc(NC(=O)COc2ccc([N+](=O)[O-])cc2)cc(C(=O)OCC)c1
  -0.1, 0.3, 0.4, 2.1, 2.6, 4.8, 2.5, -1.2, 7.5, -15.1
20: CCCc1cc(=O)[nH]c(SCc2cc(C(=O)OC)c(C)o2)n1
  1.1, 0.5, 1.2, -4.1, 4.4, -2.1, -8.7, -1.2, -2.8, -4.0
21: CCC(C(=O)O)n1nc(-c2ccccc2)c2cc(Cl)ccc21 (stereo not given)
  -12.4, 0.1, 1.3, -2.4, -0.1, 31.9, -8.2, 3.6, -0.2, -4.5
22: COc1ccc(NC(=O)c2cc(=O)c3ccccc3o2)cc1Cl
  6.8, 0.2, 0.2, -10.5, -2.0, 1.2, -0.8, -2.5, -3.9, 14.9
23: COCCNc1nc2ccccc2nc1NS(=O)(=O)c1ccc(C)cc1C
  -46.1, 1.1, -1.2, -6.4, -4.5, 3.4, -3.2, -6.1, 12.2, -11.1
24: CNC(=O)c1ccc(NC(=O)C2CCN(c3ncnc4sc(C)c(C)c34)CC2)cc1
  1.6, -0.3, -3.1, -3.1, 0.9, -1.6, -10.9, 1.9, 12.1, -8.4
25: CC(NC(=O)c1c(Cl)cnn1C)C1CCCO1 (stereo not given)
  -0.2, -0.2, -1.2, 2.4, 3.2, -0.4, -0.1, 0.9, -5.1, -4.9
26: O=C1NCCN1c1ccccc1
  -11.4, 0.3, 2.9, 2.2, 7.4, 1.7, 6.6, 0.1, -3.4, 14.2
27: CCCC[C@H]1C2CC(OC(=O)Nc3cccc(C#N)c3)C(C2)[C@H]2CCCCN21 (stereo not given in full)
  -6.3, 0.5, ., 0.0, -7.0, 4.8, -0.6, -1.3, ., .
28: Cc1cc(C(=O)O)cc(S(=O)(=O)N2CCOCC2)c1C
  -2.2, 0.5, 0.3, 3.9, 5.0, -1.6, -0.6, 0.4, 1.8, -9.0
29: COc1cc(C(=O)NC2CCCCN(C)C2=O)cc(OC)c1OC (stereo not given)
  -6.9, -0.3, ., 1.3, 0.8, 1.4, 6.5, -3.5, -2.4, 7.5
30: Cc1cc(C(F)(F)F)nc(SCCN2CCOCC2)c1C#N
  1.7, 0.6, 2.1, 4.4, 0.9, 0.5, -3.4, 0.7, 4.6, -8.5
31: Nc1ccn([C@@H]2O[C@H](C(=O)N[C@H](CO)c3ccccc3)[C@@H](O)[C@H]2O)c(=O)n1
  -12.9, -0.1, ., 7.4, -2.5, 0.2, 2.9, 3.4, -7.5, -7.4
32: O=C(NCc1ccccc1Cl)C1CCCN(S(=O)(=O)c2cnc[nH]2)C1 (stereo not given)
  -10.9, -0.6, -1.1, 3.6, -0.1, -0.1, 1.8, 4.0, -11.5, 5.2
33: Cc1ccc(NC(=O)CN2C(=O)CSC2=O)cc1
  8.9, -0.6, -2.1, -1.9, 3.5, 2.6, -3.6, 0.6, 12.0, 0.0
34: CSc1ccccc1OCc1cc(C(=O)NCCN2CCCc3ccccc32)no1
  -13.0, 0.2, 4.1, -8.3, -2.4, 4.5, -2.2, 16.0, -4.2, -15.9
35: O=C(Nc1c(C(=O)N2CCCCC2)cnn1-c1ccccc1)c1ccccc1
  -0.4, -0.2, -2.8, -1.0, -1.4, 0.4, -3.0, -4.9, 6.4, -4.6
36: Cn1c(=O)c(C(=O)NCCCc2ccccc2)c(O)c2ccccc21
  -1.0, -0.3, 2.5, 0.3, 7.0, 1.9, -4.7, 5.4, -9.0, -3.4
37: CC(CCc1ccccc1)NC(=O)CCc1cn(C)c2ccccc12 (stereo not given)
  -4.5, -0.1, -0.2, 0.2, 6.7, -8.9, 5.9, -11.6, -1.4, -0.4
38: COc1cc(OC)cc(C(=O)NCCN2CCOCC2)c1
  4.4, 0.1, 0.0, 5.2, 1.4, 0.2, 2.9, 0.2, 21.7, 1.7
39: COc1ccc2c(c1)C(SCC(=O)NCCc1ccccc1)CC(C)(C)O2 (stereo not given)
  -14.5, 0.5, 1.2, 1.9, 1.0, -1.2, 7.7, -6.4, -0.3, -4.2
40: C[C@@H]1CN([C@@H](C)CO)C(=O)c2cc(Br)cnc2O[C@@H]1CN(C)Cc1ccccn1
  -5.5, 0.4, ., -4.4, 1.1, -0.3, 5.5, -2.8, 0.2, -7.7
41: Cc1ccc(Cl)cc1N1CCN(C(=O)C2CCN(S(=O)(=O)c3c(C)nn(C)c3C)CC2)CC1
  11.3, 0.1, -3.9, -2.0, -7.5, 0.8, -10.3, -13.4, -2.5, -4.5
42: COCCN(C(=S)Nc1ccccc1OC)C(C)c1cccs1 (stereo not given)
  2.7, -0.1, 2.2, 0.2, -5.2, -0.2, 0.9, -0.9, -0.3, -4.8
43: Cc1ccc(N2C(=O)C3CCC(C)(C2=O)C3(C)C)cc1C (stereo not given)
  -1.1, 0.6, 1.3, 1.9, 4.1, -1.6, -3.3, 2.3, -13.7, -11.1
44: Cc1cc(NC(=O)CCC(=O)N(c2ccccc2)C(C(=O)NC2CCCC2)c2ccccc2)no1 (stereo not given)
  -2.7, 0.3, 0.1, -12.7, 3.9, -9.9, -4.0, -8.8, -13.3, -11.5

Screening data deposited in PubChem by several laboratories.
